Screens: PubChem, several laboratories
GPR7 antagonist: antagonists of human GPR7 (neuropeptides B/W receptor 1). AID 1861. inhibition, % at 4.4 µM. 290,000 compounds, 1.1% hits. GPR7-expressing cells, fluorescence antagonist assay; in the data active = inhibition above about 16%, passing the limit was not always enough;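 note: cells stimulated with the agonist NPW; 0% = agonist with vehicle and 100% = vehicle without agonist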
Target sequence (P48145 whole entry, looked up): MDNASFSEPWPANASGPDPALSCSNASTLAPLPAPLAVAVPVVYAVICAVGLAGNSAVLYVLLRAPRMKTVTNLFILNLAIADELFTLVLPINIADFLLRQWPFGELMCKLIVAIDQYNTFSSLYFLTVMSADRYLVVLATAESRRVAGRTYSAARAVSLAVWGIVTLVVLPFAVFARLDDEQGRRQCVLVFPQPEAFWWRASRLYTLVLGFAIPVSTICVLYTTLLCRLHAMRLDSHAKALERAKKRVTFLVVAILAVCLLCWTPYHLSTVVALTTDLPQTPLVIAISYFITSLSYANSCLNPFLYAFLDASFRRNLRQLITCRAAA
NALP1 inh: inhibitors of NALP1 inflammasome in yeast | inhibition, % at 10 µM | 280,000 compounds, 0.61% hits | S. cerevisiae NALP1/ASC/caspase-1 growth, X-gal OD620, 72 h | AID 2071; in the data active = inhibition mostly above about 24%, no sharp cut-off; inactive = mostly below about 32%; note: some compounds called inactive have numbers as strong as hits
MEKK2wt PB1 HTS: raises or lowers MEK5 binding to wildtype human MEKK2 PB1 domain; bead flow cytometry, Alexa488-MEK5 binding to MEKK2 WT; actives lie on both sides; binding response (% of control), % at 10 µM; 290,000 compounds, 1.1% hits; in the data active = binding response below about 67% or above about 130%
PfM18AAP inh: PfM18AAP enzyme inhibition; recombinant PfM18AAP, H-Glu-NHMec fluorogenic cleavage; 290,000 compounds, 1.2% hits; inhibition, % at 7.35 µM;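 active = inhibition above the campaign mean inhibition over all tested compounds plus 3 SD, cut at about 28% in these data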;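 note: 0% = plate median of test compound wells and 100% = 2 mM ZnCl2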
OXTR agonist: agonists of human oxytocin receptor; activation, % at 3 µM; AID 2435; 320,000 compounds, 0.32% hits; CHO-OTR cells, Fluo-8 calcium fluorescence; normalized: DMSO 0%, oxytocin 100%; P30559;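 active = activation above the mean of all tested compounds plus 3 SD, cutoff set per screening run, cut at about 20% in these data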;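 note: peak over basal fluorescence ratio from a 100 s FLIPR kinetic read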
Target sequence (P30559 whole entry, looked up): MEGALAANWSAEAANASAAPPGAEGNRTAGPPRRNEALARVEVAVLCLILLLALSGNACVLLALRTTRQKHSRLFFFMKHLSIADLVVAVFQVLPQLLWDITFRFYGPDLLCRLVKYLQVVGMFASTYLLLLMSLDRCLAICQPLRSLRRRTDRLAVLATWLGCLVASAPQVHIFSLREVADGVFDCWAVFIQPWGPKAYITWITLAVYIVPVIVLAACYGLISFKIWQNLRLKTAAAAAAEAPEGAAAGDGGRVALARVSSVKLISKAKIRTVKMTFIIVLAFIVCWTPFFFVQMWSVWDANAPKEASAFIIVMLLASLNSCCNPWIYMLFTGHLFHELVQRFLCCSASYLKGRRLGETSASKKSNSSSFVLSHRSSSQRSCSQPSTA
GalR3 antag: antagonists of human GalR3; HEK293 GalR3-CNG cAMP membrane potential fluorescence; galR3 body fused to GalR1 C-terminus; inhibition, % at 3 µM; 360,000 compounds, 0.44% hits; AID 651719;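 active = inhibition above the screen-wide average plus 3 SD, cut at about 13% in these data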;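 note: forskolin and galanin both at EC90 stimulate the cells; cAMP rise reported by CNG channel membrane potential dye signal; 0% = forskolin plus galanin with DMSO and 100% = forskolin alone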
Target sequence (O60755 1-299 limits assumed): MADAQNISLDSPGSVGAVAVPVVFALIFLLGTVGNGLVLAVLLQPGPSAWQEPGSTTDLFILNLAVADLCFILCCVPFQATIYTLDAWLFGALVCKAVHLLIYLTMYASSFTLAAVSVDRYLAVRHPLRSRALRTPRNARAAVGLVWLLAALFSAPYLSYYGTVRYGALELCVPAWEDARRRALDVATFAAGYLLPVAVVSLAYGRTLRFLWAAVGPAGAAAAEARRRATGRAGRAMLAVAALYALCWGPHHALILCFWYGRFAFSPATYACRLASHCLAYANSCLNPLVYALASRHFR
V1R ag counter: V1a receptor agonism, counter-screen for OXTR agonists; 320,000 compounds, 0.25% hits; AID 2797; CHO-V1R cells, Fluo-8 calcium fluorescence, agonist mode; 0% DMSO, 100% 3 nM vasopressin; activation, % at 3 µM; P37288;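 active = activation above the mean activation of all tested compounds plus 3 SD, per screening run, cut at about 20% in these data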;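 note: signal is peak over basal fluorescence ratio across a 100 second FLIPR read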
OXTR potentiator: human OXTR potentiation; activation, % at 3 µM; AID 2445; CHO-OTR cells, Fluo-8 calcium fluorescence, potentiator mode; 0% = oxytocin EC15, 100% = EC100; 320,000 compounds, 0.061% hits; P30559;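 active = activation above that plate's cutoff, the mean activation of tested compounds plus 3 SD, cut at about 6.6% in these data, passing the limit was not always enough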;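 note: 100% uses oxytocin at 75 nM as the full agonist control; some results filed as inactive read as strong as hits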
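Assay system: CHO-OTR cells, human receptor / Also added: oxytocin at about EC15, sub-maximal agonist stimulus / Dosing: single dose, 3.0 µM nominal final compound concentration / Incubation: 6 min pre-incubation, 100 s read / Technique: Fluo-8 calcium dye fluorescence / Read-out: % activation vs EC15 and EC100 oxytocin / Benchmarks: EC15 oxytocin low, 75 nM oxytocin high / Replicates: singlicate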
MEKK2mut PB1 HTS: signal of MEK5 binding to mutant human MEKK2 PB1 domain; percent response, % at 10 µM; bead flow cytometry, Alexa488-MEK5 binding to MEKK2 mutant; 290,000 compounds, 0.35% hits; in the data active = percent response above about 24%, passing the limit was not always enough; note: inactives centre near 1; some results filed as inactive read as strong as hits; reference of the scale not given here
Active calls of the source: *; . = no result given; & = joins results of further samples; [ ] = another dose, or the depositor's remark. Compounds were not picked by outcome; about 4.1% have a hit in one of these screens.

SMILES	GPR7 antagonist	NALP1 inh	MEKK2wt PB1 HTS	PfM18AAP inh	OXTR agonist	GalR3 antag	V1R ag counter	OXTR potentiator	MEKK2mut PB1 HTS
O=C(Nc1ccc(Cl)c([N+](=O)[O-])c1)c1ccc2c(c1)OCCO2	2	17	95	1	0.9	-5	2.0	-3	-2
Cc1cc(=O)n2nc(-c3ccc(C(F)(F)F)cc3)sc2n1	-2	35	110	5	-0.7	1	-0.4	-14	4
COc1ccc(NC(=O)COC(=O)c2ccc3c(c2)OCCO3)cc1OC	.	.	.	.	1.2	-9	2.2	-7	.
O=C(NCCc1ccccn1)C(F)(F)C(F)(F)C(F)(F)C(F)(F)C(F)(F)C(F)F	11	32	100	2	-0.9	-1	0.9	0	-3
O=C(Nc1ccc(OCc2ccccc2)cc1)c1ccccc1	-13	-6	93	-8	-0.3	-9	-1.1	-5	-3
Cc1ccc(CNC(=O)CCC2CCCN(Cc3cccc4cccnc34)C2)o1 (configuration not stated)	14	6	120	-4	-0.3	3	0.0	-3	12
C=CCC1(C(=O)NCCO)CCN(C(=O)OC(C)(C)C)CC1	-7	-7	105	-4	-0.1	-5	-0.2	-2	2
CNC(=O)NC(=S)NC(=O)c1ccccc1Cl	2	-5	108	4	0.2	-3	0.1	1	0
Cc1n[nH]c(C)c1CCC(=O)N/N=C/C=C/c1ccccc1	-5	14	104	-3	0.3	2	0.5	-12	0
CC(C)[C@H](NS(=O)(=O)c1ccccc1)C(=O)OCC(=O)NC1CCCCC1	.	.	.	.	0.2	-7	0.2	1	.
Cc1ccc(-n2ncc3c(=O)[nH]c(SCC(=O)N4CCCC4)nc32)cc1C	-4	20	79	-2	1.2	-1	0.4	4	-8
COc1cccc(-c2nc(CS(=O)(=O)CC(=O)Nc3cc(C)ccc3C)c(C)o2)c1	-1	5	111	-1	-0.6	.	0.5	-4	8
OC(COc1ccc2cc(Br)ccc2c1)CN1CCN(c2ccccn2)CC1 (configuration not stated)	-14	13	128	2	6.1	-4	8.7	-15	10
COc1ccc(-c2nc3ccccc3c(=O)n2CCCN2CCOCC2)cc1	-11	3	106	0	0.2	-5	0.7	-8	5
COc1ccc(C(C(=O)NCC2CCCO2)N(C(=O)CNC(=O)c2cccs2)c2ccc(C)cc2)cc1OC (configuration not stated)	-5	8	104	-9	0.6	1	1.3	-7	3
Cc1cc(SCc2cccc([N+](=O)[O-])c2)nc(=O)[nH]1	5	8	102	-4	-0.1	0	0.0	-9	-2
Fc1ccc(CNC(=S)NCc2cccc(Cl)c2)cc1	11	-4	102	11	1.3	-3	5.7	-16	5
CCOC(=O)c1nc2sc3c(c2c(=O)[nH]1)CCCC3	8&-8	13&3	104&101	5&9	0.0	1	1.2	-6	13&7
CCN1C(=O)CSc2ccc(C(=O)NCc3ccccc3OC)cc21	1	3	108	2	-0.4	-6	1.3	-2	7
CN(C)S(=O)(=O)NCC1CCCN(Cc2cc3ccccc3s2)C1 (configuration not stated)	-13	.	114	1	-0.2	-11	-0.1	-7	9
Nc1nc(Nc2ccccc2)nc(N2CCOCC2)c1[N+](=O)[O-]	-10	23	116	0	-0.7	-11	-0.8	6	1
CC1CCN(Cc2c(C(=O)N3CCc4ccccc4C3)nc3ccc(Cl)cn23)CC1	-11	0	100	6	-0.9	1	0.2	-2	1
Cc1ccc(N2CCN(c3ccc([N+](=O)[O-])cn3)CC2)c(C)c1	16	14	103	-1	-1.7	-12	0.8	-11	7
CC(C)Sc1nc(-c2cccs2)nc2c1c(=O)n(C)c(=O)n2C	-6	0	101	-5	.	.	.	.	12
CCOC(=O)c1csc(NC(=O)c2ccc(C#N)cc2)n1	-2	8	101	6	2.3	-4	2.7	-12	-7

Nothing new here: an excerpt of the list.
SMILES	GPR7 antagonist	NALP1 inh	MEKK2wt PB1 HTS	PfM18AAP inh	OXTR agonist	GalR3 antag	V1R ag counter	OXTR potentiator	MEKK2mut PB1 HTS
O=C(Nc1ccc(Cl)c([N+](=O)[O-])c1)c1ccc2c(c1)OCCO2	2	17	95	1	0.9	-5	2.0	-3	-2
Cc1cc(=O)n2nc(-c3ccc(C(F)(F)F)cc3)sc2n1	-2	35	110	5	-0.7	1	-0.4	-14	4
COc1ccc(NC(=O)COC(=O)c2ccc3c(c2)OCCO3)cc1OC	.	.	.	.	1.2	-9	2.2	-7	.
O=C(NCCc1ccccn1)C(F)(F)C(F)(F)C(F)(F)C(F)(F)C(F)(F)C(F)F	11	32	100	2	-0.9	-1	0.9	0	-3

Molecules listed so far containing a thiophene ring, fused or not, in the order listed:
SMILES	GPR7 antagonist	NALP1 inh	MEKK2wt PB1 HTS	PfM18AAP inh	OXTR agonist	GalR3 antag	V1R ag counter	OXTR potentiator	MEKK2mut PB1 HTS
COc1ccc(C(C(=O)NCC2CCCO2)N(C(=O)CNC(=O)c2cccs2)c2ccc(C)cc2)cc1OC (configuration not stated)	-5	8	104	-9	0.6	1	1.3	-7	3
CCOC(=O)c1nc2sc3c(c2c(=O)[nH]1)CCCC3	8&-8	13&3	104&101	5&9	0.0	1	1.2	-6	13&7
CN(C)S(=O)(=O)NCC1CCCN(Cc2cc3ccccc3s2)C1 (configuration not stated)	-13	.	114	1	-0.2	-11	-0.1	-7	9
CC(C)Sc1nc(-c2cccs2)nc2c1c(=O)n(C)c(=O)n2C	-6	0	101	-5	.	.	.	.	12

Next part.
SMILES	GPR7 antagonist	NALP1 inh	MEKK2wt PB1 HTS	PfM18AAP inh	OXTR agonist	GalR3 antag	V1R ag counter	OXTR potentiator	MEKK2mut PB1 HTS
CCOC(=O)CS(=O)(=O)c1ccccc1	-13	-11	96	0	1.0	1	-0.1	2	2
COc1ccc(NC(=O)CSc2ccc3c4c(cccc24)C(=O)c2ccccc2-3)cc1	-5	3	56*[inhibitor]	0	8.0	-1	9.0	-16	-9
CS(=O)(=O)N1CCC(C(=O)Nc2ccccc2Sc2ccccc2)CC1	4	43	112	-5	0.5	-3	-0.8	5	1
CCCc1nc2ccccc2c(C(=O)OCc2nnc(-c3cc(OC)c(OC)c(OC)c3)o2)c1CC	6	8	.	2	0.3	-2	0.2	-5	.
C=CCN(c1ccccc1)S(=O)(=O)c1cccc(C(=O)NCC(c2ccccc2OC)N2CCCC2)c1 (configuration not stated)	.	.	.	.	-3.1	-2	-0.4	2	.
CCn1c(C)cc(C)c(C#N)c1=O	-9	5	88	6	0.2	-2	0.7	-5	-12
COc1ccc(N(CC(=O)N/N=C/c2ccc(OC)c(OC)c2)S(=O)(=O)c2ccccc2)cc1	-6	6	99	-1	-1.6	14*	-0.1	-20	0
CC(NC(=O)CNC(=O)c1cccs1)c1cccc(C(F)(F)F)c1 (configuration not stated)	.	.	.	.	0.4	-5	0.5	2	.
O=C(Nc1ccc(Br)cn1)c1ccc(Br)s1	2	-4	94	-1	-1.1	-16	-0.8	-11	-3
CCc1nnc(NC(=O)CSc2nnc(-c3ccoc3C)n2-c2cccc(C)c2)s1	-5	8	98	3	-2.1	-5	-0.2	-7	0
CCCCCc1nnc(NC(=O)c2ccc(=O)n(C)n2)s1	-16	-8	99	0	-0.3	-2	1.2	-7	0
CCCN(CCC)S(=O)(=O)c1cc2c3c(c1)CCN3C(=O)CC2	1	6	98	2	0.0	-7	-0.2	0	2
O=C(NCC(c1ccco1)N1CCCCC1)c1ccc([N+](=O)[O-])s1 (configuration not stated)	.	.	.	.	-0.2	-7	0.3	-5	.
CCn1cc([N+](=O)[O-])c(C(=O)Nc2ccc3c(c2)OCCO3)n1	-13	40	88	-1	-0.8	-4	0.8	-3	-3
COc1cccc(S(=O)(=O)NCc2ccc3c(c2)OCO3)c1	4	38	96	1	0.1	-5	0.4	-5	0
CC(=O)N1CCN(C(C)=O)C1c1ccccc1	-1	-1	96	-9	0.7	-2	-0.1	-7	-9
COc1ccc(Cl)cc1-c1nc(SCC(N)=O)n[nH]1	-14	5	94	-4	0.7	-4	1.9	-13	-4
O=C(NNC1=NCCC1)c1ccc(Br)cc1	8	-16	101	7	2.0	-5	0.0	-1	-12
N/C(=N\OC(=O)CCCc1ccccc1)c1ccc([N+](=O)[O-])cc1	-2	29	93	-3	0.2	-3	2.4	-3	-2
Cc1ccc(-c2nc(-c3cccnc3)sc2CC(=O)O)cc1	-5	-8	102	3	-0.1	1	-0.1	-1	6
CCOC(=O)c1cc(C)n(-c2ccc(Cl)cc2)c1C	-12	8	97	3	-3.0	-5	-0.7	-2	-17
Cc1ccc(C)c(NC(=O)C2CC(O)CN2C(=O)OC(C)(C)C)c1 (configuration not stated)	2	-9	100	-10	0.1	2	0.7	-6	9
CCCC(C)C(=O)Nc1ccc(S(N)(=O)=O)cc1 (configuration not stated)	-18	6	98	-14	2.1	-2	-0.1	-11	-2
COc1ccc2sc(-c3ccc(SC)cc3)c(-c3ccc(O)cc3)c2c1	.	.	.	.	0.6	-7	0.3	-12	.
Cc1cccc(NC(=O)C(=O)NNC(=O)c2ccc(C(C)(C)C)cc2)c1	-15	4	97	-1	1.7	-8	1.1	-9	1
Cn1c(=O)[nH]c(=O)c2c1nc(NCCO)n2CCOc1ccccc1	-15	4	104	-13	1.6	-6	0.6	8	6

Profiles from above:
CCCc1nc2ccccc2c(C(=O)OCc2nnc(-c3cc(OC)c(OC)c(OC)c3)o2)c1CC as listed: GPR7 antagonist = 6; NALP1 inh = 8; MEKK2wt PB1 HTS = .; PfM18AAP inh = 2; OXTR agonist = 0.3; GalR3 antag = -2; V1R ag counter = 0.2; OXTR potentiator = -5; MEKK2mut PB1 HTS = .
C=CCN(c1ccccc1)S(=O)(=O)c1cccc(C(=O)NCC(c2ccccc2OC)N2CCCC2)c1 (configuration not stated) as listed: GPR7 antagonist = .; NALP1 inh = .; MEKK2wt PB1 HTS = .; PfM18AAP inh = .; OXTR agonist = -3.1; GalR3 antag = -2; V1R ag counter = -0.4; OXTR potentiator = 2; MEKK2mut PB1 HTS = .

Single entries from the results shown:
`CCn1cc([N+](=O)[O-])c(C(=O)Nc2ccc3c(c2)OCCO3)n1` in OXTR agonist: -0.8
`CCCN(CCC)S(=O)(=O)c1cc2c3c(c1)CCN3C(=O)CC2` in MEKK2wt PB1 HTS: 98
